From PubChem
Myeloid diff 2: promotes myeloid progenitor differentiation; ER-HoxA9 myeloid progenitors, lysozyme-GFP differentiation, flow cytometry; calls only at 10 µM; 360,000 compounds, 1% hits;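 active means normalized GFP-positive differentiation at or above the plate's own cutoff, the solvent-only control mean plus 3 SD; inconclusive means no clear call, values can overlap the other calls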;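 further: cells exposed to compound for four days before flow analysis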
T cell HTS: T cell immune modulators affecting CD8 T cell-vesicle binding. 330,000 compounds, 0.068% hits. calls only at 7 µM. 2C CD8+ T cell-vesicle binding, flow cytometry; stronger effect = lower value;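 active means response, share of CD8 T cells binding vesicles, and their 90th percentile fluorescence all below set limits, cut at about 80% in these data, passing the limit was not always enough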
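System: murine 2C transgenic CD8+ T lymphocytes; also added: QL9-loaded Drosophila micro-vesicles; times: binding 1.5 h at 37 °C; measured by: flow cytometry, PE anti-B7-1 (FL2) versus Alexa647 anti-CD8 (FL8), PFA-fixed; control set: Peptide-free naked vesicles (low) and QL9 vesicles with 0.7% DMSO vehicle (high)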
T cell HTS vesicle-bound %: also measured in T cell HTS; calls as there; double positive events, %; measured here: CD8+ vesicle-bound cell fraction;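 binding gate set so that unloaded-vesicle control wells show 10% double positive cells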
Myeloid diff 2 GFP+ MAC1+ %: also measured in Myeloid diff 2; calls as there; GFP+ MAC1+ double positive, %; measured here: differentiation confirmed by MAC1 staining
Starred values were filed as active, the others as inactive; i = inactive; ? = inconclusive; · = no result given; + = active, no number.

#	structure	Myeloid diff 2	T cell HTS vesicle-bound %	Myeloid diff 2 GFP+ MAC1+ %	T cell HTS
1	CC(C)n1nnnc1SCC(=O)c1c(N)n(C2CC2)c(=O)[nH]c1=O	i	34.6	0.5	i
2	COc1ccc2c(c1OC)C(=O)N1C2SC(C)(C)[C@H]1C(=O)NC1CC1 (some centres undefined)	i	23.8	4.6	i
3	O=C(CCNC(=O)c1ccccc1)Nc1ccc(S(=O)(=O)Nc2ncccn2)cc1	i	40.6	1.9	i
4	O=C(COc1cccc(C(F)(F)F)c1)Nc1ccc(S(=O)(=O)N2CCCCC2)cc1	i	30.2	0.9	i
5	COc1cccc(-c2nc(-c3ccc(C(=O)O)cc3)no2)c1	i	34.5	1.7	i
6	COc1ccc(S(=O)(=O)NCC(c2ccc3c(c2)OCO3)N2CCN(c3ccccc3)CC2)cc1 (centres undefined)	i	42.6	0.5	i
7	Cc1cccc(CNc2ncnc3ccc(-c4cccnc4)cc23)c1	+	27.8	7.8*	i
8	CCN(CC(=O)Nc1c(F)cccc1F)C(=O)CCN1C(=O)c2cccc([N+](=O)[O-])c2C1=O	i	11.8	0.5	i
9	CN(CC(=O)NCC(=O)Nc1ccc(F)cc1)C1CCS(=O)(=O)C1 (centres undefined)	i	20.5	0.4	i
10	Cc1ccc(C(=O)c2c3ccc(C(F)(F)F)cc3[n+]([O-])n2CCCC(N)=O)cc1	i	46.7	0.9	i
11	CC(C)[C@H](NS(=O)(=O)c1ccccc1)C(=O)OCC(=O)Nc1cccc(S(N)(=O)=O)c1	i	54.9	0.6	i
12	N#Cc1cccc(NC(=O)COC(=O)Cn2nc(-c3ccccc3)oc2=O)c1	i	43.9	0.7	i
13	C[C@H]1CN=C(N(C)C)N1CC1CCCC1	i	29.4	1.4	i
14	O=C(COC(=O)c1ccc(OC(F)F)cc1)NCc1cccs1	i	24.6	0.4	i
15	COc1cccc(C(=O)NCCS(=O)(=O)NCCc2ccc(OC)c(OC)c2)c1	i	36.6	0.7	i
16	O=C(CCN1C(=O)C2CCCCC2C1=O)Nc1ccc(Br)cc1F (centres undefined)	i	50.1	0.6	i
17	O=C(COc1ccc(F)cc1Br)NCC1COc2ccccc2O1 (centres undefined)	i	44.6	1.0	i
18	COc1cccc(/C=C/C(=O)c2ccc3c(c2)OCO3)c1OC	i	32.8	1.2	i
19	C[C@H](CO)N1C[C@H](C)[C@@H](CN(C)S(=O)(=O)c2ccc(F)cc2)Oc2ccc(NC(=O)NC3CCCCC3)cc2C1=O	i	19.3	0.1	i
20	C[C@H]1COC(=O)[C@H](Cc2ccc(F)cc2)C/C=C\C[C@@H](CC(=O)NCCO)C(=O)N1	i	12.6	1.7	i
21	CN1CCc2c(sc3nc(NCCO)n(-c4cccc(Cl)c4)c(=O)c23)C1	i	28.8	1.7	i
22	C[C@@H]1CN([C@H](C)CO)C(=O)c2cc(NC(=O)C3CCCCC3)ccc2O[C@@H]1CN(C)Cc1ccc(C(F)(F)F)cc1	i	25.7	0.4	i
23	CCN(CC(=O)NCc1cccs1)C(=O)Cc1ccc(Cl)c(Cl)c1	i	30.0	1.2	i
24	COc1ccc(C2(c3ccc(OC)cc3)NC(=O)N(CC(=O)NC(C)C)C2=O)cc1	i	42.1	0.3	i
25	CCOc1ccc(C(=O)COC(=O)c2nc3nccc(C)n3n2)cc1	i	18.5	0.3	i
26	O=C(CN1C(=O)NC(c2ccccc2)(c2ccccc2)C1=O)N1CCN(c2ccc(F)cc2)CC1	i	4.7	0.6	i
27	Cc1c(N(C)S(=O)(=O)c2cccc(C(=O)NCC3CCCO3)c2)c(=O)n(-c2ccccc2)n1C (centres undefined)	i	12.2	1.3	i
28	O=C1Cc2cc(S(=O)(=O)N3CCNCC3)ccc2N1	i	12.2	1.3	i
29	CC1CCC(NS(=O)(=O)c2ccc(Cl)nc2)CC1 (centres undefined)	i	22.3	1.1	i
30	O=C(CSc1nnc2ccc(-c3cccnc3)nn12)Nc1ccccc1	i	28.3	0.3	i
31	CCN(c1ccccc1)S(=O)(=O)c1ccc2c(c1)OCCO2	i	48.1	1.9	i
32	O=C1CCC([N+](=O)[O-])C(C2CC=CCC2)N1 (centres undefined)	i	37.5	0.8	i
33	O=C(NCCCCc1ccccc1)c1ccccc1Br	i	19.0	0.4	i
34	CC(C)C[C@@H]1CN=C(N)N1C[C@@H]1CCCN1C[C@H](C)N1C[C@@H](Cc2ccccc2)N(CCc2ccc(Cl)c(Cl)c2)C1=N	i	14.1	0.2	i
35	COC(=O)c1cccc(-n2c(=O)n(Cc3ccccc3)c(=O)c3[nH]cnc32)c1C	i	43.6	0.7	i
36	Cc1ccc(C(=O)Nc2nc(-c3ccccn3)cs2)s1	i	34.6	2.0	i
37	O=C(CN1C(=O)NC2(CCc3ccccc32)C1=O)NCC(=O)Nc1ccc(F)cc1 (centres undefined)	i	26.7	2.5	i
38	COc1ccc([C@@H]2CC=C(C(=O)O)[C@H](c3ccc(F)cc3)N2S(=O)(=O)c2ccc(Cl)cc2)cc1	i	25.2	1.4	i
39	CC(C)=CCC[C@](C)(O[C@@H]1O[C@H](CO[C@@H]2OC[C@@H](O)[C@H](O)[C@H]2O)[C@@H](O)[C@H](O)[C@H]1O)C1CC[C@]2(C)C1[C@H](O)CC1[C@@]3(C)CC[C@H](O[C@@H]4O[C@H](CO)[C@@H](O)[C@H](O)[C@H]4O)C(C)(C)C3CC[C@]12C (some centres undefined)	i	12.4	0.8	i
40	C[C@H](NC(=O)c1nc[nH]c1C(=O)N(C)Cc1ccccc1)c1ccccc1	i	31.0	1.9	i

Whole records from above:
Cc1c(N(C)S(=O)(=O)c2cccc(C(=O)NCC3CCCO3)c2)c(=O)n(-c2ccccc2)n1C (centres undefined) is entered as Myeloid diff 2: i; T cell HTS vesicle-bound %: 12.2; Myeloid diff 2 GFP+ MAC1+ %: 1.3; T cell HTS: i
CC1CCC(NS(=O)(=O)c2ccc(Cl)nc2)CC1 (centres undefined) is entered as Myeloid diff 2: i; T cell HTS vesicle-bound %: 22.3; Myeloid diff 2 GFP+ MAC1+ %: 1.1; T cell HTS: i
C[C@H](NC(=O)c1nc[nH]c1C(=O)N(C)Cc1ccccc1)c1ccccc1 is entered as Myeloid diff 2: i; T cell HTS vesicle-bound %: 31.0; Myeloid diff 2 GFP+ MAC1+ %: 1.9; T cell HTS: i

More compounds follow.
#	structure	Myeloid diff 2	T cell HTS vesicle-bound %	Myeloid diff 2 GFP+ MAC1+ %	T cell HTS
41	Cc1ccc(NC(=O)CN(C)C(=O)c2cc(S(=O)(=O)N(C)C)ccc2N2CCCC2)cc1	i	55.3	0.3	i
42	COc1ccc(-n2c(C)c(C)c3c(NCCN(C)C)ncnc32)cc1	i	19.7	0.4	i
43	COc1cccc(-n2cnnc2SCC(=O)NC2CC2)c1	i	33.5	0.1	i
44	CCN1C(=O)[C@@H]2[C@@H](c3ccc(-c4ccc(Cl)c(Cl)c4)cc3)N3CCCC[C@@]3(C(=O)OC)[C@@H]2C1=O	i	18.7	1.6	i
45	c1ccc(/N=C2\N=C(Nc3ccccn3)c3ccccc32)nc1	?	28.8	·	i
46	COc1ccccc1OCCNC(=O)C1CC(=O)N(Cc2ccccc2)C1 (centres undefined)	i	21.1	0.3	i
47	CC(C)(C)OC(=O)N1CCCC(C(=O)Nc2cccc(C(=O)N3CCCC3)c2)C1 (centres undefined)	i	50.6	2.2	i
48	Cc1ccc(S(=O)(=O)N2CCN(C(=O)COC(=O)C3CCC3)CC2)cc1	i	41.9	1.1	i
49	CC1CCCC(NC(=O)CCNC(=O)c2ccc(Br)cc2)C1C (centres undefined)	i	54.0	0.7	i
50	N#CC1(NC(=O)COC(=O)c2nc(Cl)ccc2Cl)CCCCC1	i	55.4	0.6	i
51	O=C(NCC(=O)N1CCN(S(=O)(=O)c2cccc(F)c2)CC1)c1ccc(Br)o1	i	12.8	0.1	i
52	COc1cc(-c2c(C#N)c(N)nc3[nH]c(=S)[nH]c(=O)c23)ccc1O	i	24.0	0.7	i
53	c1ccc(-c2cnc(-c3ccccc3)nn2)cc1	i	16.9	1.2	i
54	O=C(O)/C(=C\c1cccc(O)c1)c1ccc(S(=O)(=O)N2CCCC2)s1	i	32.5	0.6	i
55	CC12C=CC(=O)C=C1CCC1C2C(=O)C[C@@]2(C)C1CCC2(O)C(=O)CO (some centres undefined)	i	27.7	6.6	i
56	CCN(CC)CCCNC(=S)N(CCO)Cc1cc2cc3c(cc2[nH]c1=O)OCO3	i	66.0	0.3	i
57	CCOC(=O)c1ccc(S(=O)(=O)n2c(=O)oc3ccccc32)cc1	i	39.1	1.0	i
58	COc1ccc(NS(=O)(=O)c2ccc(C)c(C(=O)NCC(c3cccs3)N3CCOCC3)c2)cc1 (centres undefined)	?	52.2	·	i
59	COc1ccc(Cl)cc1C(=O)NNC(=O)CSc1nncn1C	i	51.9	1.1	i
60	COc1ccc(-c2cc(=O)oc3cc(OCC(=O)NCc4ccccn4)ccc23)cc1	i	57.6	1.0	i
61	COc1ccccc1CNC(=O)Cn1nc(C)c([N+](=O)[O-])c1C	i	33.9	0.6	i
62	O=C1CN(C(=O)COC(=O)c2cccc(Br)c2)c2ccccc2N1	i	35.3	0.3	i
63	CN(C)c1cccc(C(=O)NNC(=O)/C=C/c2cccs2)c1	i	16.8	0.3	i
64	CCN(CC(=O)Nc1ccccc1C(F)(F)F)C(=O)c1ccc2c(=O)n3c(nc2c1)CCC3	+	53.5	3.3*	i
65	COc1ccc(-c2oc3ccc(N4CCOCC4)cc3c2C#Cc2ccc(N)cc2)cc1	+	17.1	16.9*	i
66	O=C(c1cnccn1)N1CCN(S(=O)(=O)c2cccc(Cl)c2)CC1	i	21.5	0.5	i
67	Clc1cc(Cl)cc(C2=NC(Cc3ccccc3)CO2)c1 (centres undefined)	i	48.3	1.9	i
68	CSCCC(NC(=O)/C(=C/c1ccco1)NC(=O)c1ccco1)C(=O)O (centres undefined)	i	36.2	0.6	i
69	C[C@@H]1[C@H](O)C[C@@]23COC(=O)C2=CCC[C@@H]3[C@@]1(C)CC/C(=C/CO)CO	i	30.2	2.7	i
70	CCc1ccc(NC(=O)Cn2cnc([N+](=O)[O-])c2)cc1	i	44.1	0.7	i
71	CN(CC(=O)NCCCn1ccnc1)S(=O)(=O)c1ccc(Cl)cc1	i	56.5	0.8	i
72	NS(=O)(=O)c1ccc(CNC(=O)c2ccc3c(c2)OCO3)cc1	i	33.6	0.7	i
73	CCN1C(=O)[C@H]2[C@@H](c3ccc(-c4ccc(Cl)c(Cl)c4)c(OC)c3)N[C@@](Cc3ccccc3)(C(=O)OC)[C@H]2C1=O	i	37.1	0.9	i
74	O=C(COc1ccc(F)cc1Cl)Nc1cccc(S(=O)(=O)N2CCCCCC2)c1	i	33.3	1.4	i
75	COc1ccc(OC)c(/C=C/C(=O)N2CCN(S(=O)(=O)c3cc(C)ccc3C)CC2)c1	i	51.0	0.3	i
76	COc1ccccc1N1CCN(CCCNc2c(C)c(=O)n(C)c(=O)n2C)CC1	i	45.8	1.5	i
77	COc1cc(/C=C(\C#N)C(=O)NCC2CCCO2)ccc1OC(=O)c1ccco1 (centres undefined)	i	35.2	0.5	i
78	Fc1ccc(/C=N/n2c(COc3ccccc3)n[nH]c2=S)cc1	i	53.3	0.5	i
79	CCN(CC(=O)NCc1ccc(Cl)cc1)C(=O)c1c(C)noc1C	i	33.8	0.5	i
80	C[C@H](NS(=O)(=O)c1c(Cl)cccc1Cl)C(=O)NNC(=O)COc1ccccc1F	i	32.7	1.1	i

Reprinted from the part before: 2 entries, then new ones.
#	structure	Myeloid diff 2	T cell HTS vesicle-bound %	Myeloid diff 2 GFP+ MAC1+ %	T cell HTS
79	CCN(CC(=O)NCc1ccc(Cl)cc1)C(=O)c1c(C)noc1C	i	33.8	0.5	i
80	C[C@H](NS(=O)(=O)c1c(Cl)cccc1Cl)C(=O)NNC(=O)COc1ccccc1F	i	32.7	1.1	i
81	CCOc1cc(C(c2c(O)nc(SC)[nH]c2=O)c2c(O)nc(SC)[nH]c2=O)ccc1O	i	37.8	0.5	i
82	O=C(CN1C(=O)NC2(CCCC2)C1=O)OCCOc1ccc(Cl)cc1	i	51.2	0.5	i
83	C#CCNC(=O)C1=C[C@@H](C)[C@H](CCCO)[C@@H](OCC)O1	i	20.6	1.4	i
84	O=C1CC2(CCN(C(=O)c3ccc(F)cc3)CC2)Oc2ccccc21	i	54.0	0.1	i
85	CN(CC(=O)Nc1cccc(Cl)c1)C1=NS(=O)(=O)c2ccccc21	i	54.4	1.0	i
86	O=C(OC1CCOC1=O)c1ccc(Cl)c(S(=O)(=O)N2CCOCC2)c1 (centres undefined)	i	11.9	0.5	i
87	CCOc1ccccc1CNn1cnnc1	i	32.4	0.5	i
88	COCCN(C(=O)COC(=O)c1ccco1)c1c(N)n(Cc2ccccc2)c(=O)[nH]c1=O	i	38.8	0.9	i
89	COc1ccc(S(=O)(=O)NC2CC(=O)N(c3ccc(C)c(C)c3)C2)cc1C (centres undefined)	i	38.0	0.6	i
90	Cc1cccnc1NC(=O)CCCNC(=O)c1ccc(Cl)cc1	i	53.4	0.3	i
91	Nc1ccc(C(=O)N2CCN(S(=O)(=O)c3ccc(Br)cc3)CC2)cc1[N+](=O)[O-]	i	58.6	0.3	i
92	O=C(c1ccc(N2CCCCC2)c([N+](=O)[O-])c1)N1CCN(S(=O)(=O)c2ccccc2)CC1	i	32.8	1.0	i

Not all compounds are listed; the hit share may differ from the screen's.
